BoNT-F LC inh = blocks Botulinum neurotoxin F light chain protease; Multiplex microsphere protease cleavage assay, flow cytometry; inhibition, % at 10 µM; 360,000 compounds, 0.22% hits; in the data active means inhibition above about 35%, passing the limit was not always enough; inconclusive means no clear call, values can overlap the other calls; further: plate controls were buffer without enzyme for full effect and enzyme alone for no effect
PrPC TRFRET = inhibitors of human cell surface prion protein PrPC. P04156. TR-FRET read-out. inhibition, % at 13.8 µM. 370,000 compounds, 0.43% hits. AID 720596; in the data active means inhibition above about 24%; further: 0% = median of the test wells and 100% = reference compound wells
Rv3671c protease = Rv3671c (M. tuberculosis) protease inhibition | P9WHR9 | inhibition, % at 5.96 µM | 320,000 compounds, 0.048% hits; in the data active means inhibition above about 38%;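 further: extracellular domain of Rv3671c used as enzyme; 0% = enzyme with DMSO and 100% = no enzyme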
Target sequence (P9WHR9 whole entry, looked up, the tested form may be a part): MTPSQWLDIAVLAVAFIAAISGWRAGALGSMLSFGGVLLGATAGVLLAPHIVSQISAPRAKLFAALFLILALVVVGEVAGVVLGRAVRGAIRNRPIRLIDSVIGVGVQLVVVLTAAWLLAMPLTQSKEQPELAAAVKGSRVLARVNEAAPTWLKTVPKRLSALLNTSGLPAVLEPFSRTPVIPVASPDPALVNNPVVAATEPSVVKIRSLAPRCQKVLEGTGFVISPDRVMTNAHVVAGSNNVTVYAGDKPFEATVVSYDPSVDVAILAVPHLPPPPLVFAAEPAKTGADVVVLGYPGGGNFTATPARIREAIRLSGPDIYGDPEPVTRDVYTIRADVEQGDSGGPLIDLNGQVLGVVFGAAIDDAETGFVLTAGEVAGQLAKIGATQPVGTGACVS
SARS 3CLpro inh = SARS-CoV 3CLpro protease inhibition | inhibition, % at 6 µM | P0C6X7 | 290,000 compounds, 0.14% hits | recombinant SARS-CoV 3CLpro, quenched FRET peptide cleavage; in the data active means inhibition above about 12%
CCHF vOTU inh = CCHFV vOTU protease inhibition | Pep-AMC fluorescence | inhibition, % at 11.5 µM | 370,000 compounds, 0.55% hits; in the data active means inhibition above about 30%; further: 0% = vehicle wells with enzyme and 100% = no enzyme wells
BoNT-A LC inh2 = inhibitors of Botulinum neurotoxin A light chain protease | inhibition, % at 10 µM | 360,000 compounds, 0.17% hits | multiplex microsphere protease substrate cleavage, flow cytometry; further: plate controls were buffer without enzyme for full effect and enzyme alone for no effect
MazF activator = MazEF (E. coli) toxin RNase activation | P0AE70 | FAM/BHQ RNA-DNA oligo cleavage fluorescence, 5 h | activation, % at 20 µM | 350,000 compounds, 0.32% hits; in the data active means activation above about 50%
Target sequence (P0AE70 whole entry, looked up): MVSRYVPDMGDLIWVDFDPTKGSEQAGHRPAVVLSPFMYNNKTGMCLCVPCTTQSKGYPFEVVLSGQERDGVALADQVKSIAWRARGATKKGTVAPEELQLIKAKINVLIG
PriA SSB inh = blocks PriA binding to SSB C-terminal tail; 430,000 compounds, 0.6% hits; inhibition, % at 33 µM; AlphaScreen SSBct-PriA binding, biotinylated peptide; in the data active means inhibition mostly above about 37%, no sharp cut-off; inactive means mostly below about 20%;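 further: plate controls were negative control peptide for no effect and reference peptide for full effect; strong numbers were not always called active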
Anthrax LF inh2 = blocks Bacillus anthracis lethal factor protease; inhibition, % at 10 µM; 360,000 compounds, 0.12% hits; multiplex microsphere protease cleavage assay, LF; AID 588501; P15917; further: plate controls were buffer without enzyme for full effect and enzyme alone for no effect
VHR inh abs = DUSP3 (human) phosphatase inhibition; recombinant VHR phosphatase, pNPP absorbance; inhibition, % at 13.3 µM; 290,000 compounds, 0.52% hits; P51452; in the data active means inhibition above about 50%; further: some compounds called inactive have numbers as strong as hits
Target sequence (P51452 whole entry, looked up): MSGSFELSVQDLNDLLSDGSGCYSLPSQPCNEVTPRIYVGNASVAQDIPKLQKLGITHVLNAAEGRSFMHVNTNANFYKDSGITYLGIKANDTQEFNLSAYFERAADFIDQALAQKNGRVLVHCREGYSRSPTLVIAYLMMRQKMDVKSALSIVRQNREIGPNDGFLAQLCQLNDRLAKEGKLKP
The depositor's hits bear a star; ? = inconclusive; . = no result given; & = joins results of further samples. Unless noted, no stated cut-off is given here; in the data, active means inhibition above about 30%; inconclusive means no clear call, values can overlap the other calls; inactive means below that. Some of the compounds tested; the hit share may differ from the screen's.

SMILES	BoNT-F LC inh	PrPC TRFRET	Rv3671c protease	SARS 3CLpro inh	CCHF vOTU inh	BoNT-A LC inh2	MazF activator	PriA SSB inh	Anthrax LF inh2	VHR inh abs
COc1ccc(CCN2C(=O)c3ccccc3C2c2nnnn2C(C)C)cc1OC (centres undefined)	-13	-2	.	.	5	-0.3	.	.	-3	.
COC(=O)CCC/C=C1/SCC(NC(=O)c2ccccc2)C1NC(C)=O (centres undefined)	-2	-3	0	4	-12	-0.4	10	-9	-4	5
O=C(CNc1ccc2c(c1)OCO2)N/N=C\c1ccccc1Cl	-6	2	-1	5	-12	0.0	4	.	-5	2
Cc1ccc(C(=O)Nc2ccc(S(=O)(=O)N3CCOCC3)cc2)cc1C	.	2	-11	0	-5	.	2	10	.	8
Cc1ccc(S(=O)(=O)N2CCOCC2)cc1NC(=O)C(c1ccc(Cl)cc1)C(C)C (centres undefined)	-44	8	-1	.	-3	-38	1	-3	-13	.
Cc1cc(C)c(C)c(S(=O)(=O)NCc2ccc(C(=O)N3CCOCC3)cc2)c1C	-9	-3	-7	6	-7	-4.9	-4	-25&-2	-2	26
CCOc1ccc2nc(N(CCN(CC)CC)C(=O)c3ccc([N+](=O)[O-])cc3)sc2c1	-2	-5	0	4	3	0.8	3	-7	-1	24
O=C(Cc1ccc(NC(=O)C2CCCN(C(=O)C3CCCC3)C2)cc1)Nc1ccc(C(=O)N2CCOCC2)cc1 (centres undefined)	-8	12	.	.	13	-0.9	6	-5	-6	.
c1ccc2c(c1)nc(NC1CCCCC1)c1nncn12	-3	-5	-3	-1	3	-0.3	0	-12	-9	8
Cc1cccc(C(=O)NNC(=O)c2ccc(-c3ccccc3)cc2)c1	2	5	0	3	-7	0.1	-2	8	-1	5
COCC(COCCCNC(=O)Nc1ccc(Br)cc1)OC (centres undefined)	12	-2	8	-2	-9	0.5	3	7	3	-2
CCN(CC)C(=O)CC(c1cc(OC)c(OC)c(OC)c1)c1c(O)cc(OC)cc1OC (centres undefined)	2	2	-3	.	11	-0.2	5	-4	-9	-1
COc1cc(C(=O)N/N=C/c2coc3ccccc3c2=O)cc(OC)c1OC	4	1	6	-3	-8	-0.5	16	.	-13	2
CSc1ccc(OC2(C)CCN(Cc3ccccc3)C2)cc1 (centres undefined)	-3	-6	.	.	-1	-0.5	.	.	-8	.
O=C(COC(=O)C1CC1)Nc1nc(-c2ccc(F)c(F)c2)cs1	?	2	6	.	-11	-3.4	-4	-8	-2	.
Cc1cnc(NC(=O)Nc2ccccc2)c(C)n1	0	12	2	-2	-39	0.0	6	4	3	10
Cc1ccc(C(=O)OCC(=O)NCc2ccc3c(c2)OCO3)o1	-6	4	-1	.	9	-0.3	3	-10	-5	.
COc1cccc(C=O)c1OCCCOc1cccc2cccnc12	33	-3	10	5	0	0.1	3	5	3	4
NC(=O)COc1ccc(C23CC4CC(CC(C4)C2)C3)cc1	-3	3	7	-1	-7	0.4	1	-4	0	9
CC(C)P(=O)(Cc1cccc(C#N)c1)C(C)C	9	-9	-3	1	-8	0.8	6	-9	0	-15

Some of the entries above, reformatted:
Compound | BoNT-F LC inh | PrPC TRFRET | Rv3671c protease | SARS 3CLpro inh | CCHF vOTU inh | BoNT-A LC inh2 | MazF activator | PriA SSB inh | Anthrax LF inh2 | VHR inh abs
Cc1ccc(C(=O)Nc2ccc(S(=O)(=O)N3CCOCC3)cc2)cc1C | . | 2 | -11 | 0 | -5 | . | 2 | 10 | . | 8
Cc1ccc(S(=O)(=O)N2CCOCC2)cc1NC(=O)C(c1ccc(Cl)cc1)C(C)C (centres undefined) | -44 | 8 | -1 | . | -3 | -38 | 1 | -3 | -13 | .
Cc1cc(C)c(C)c(S(=O)(=O)NCc2ccc(C(=O)N3CCOCC3)cc2)c1C | -9 | -3 | -7 | 6 | -7 | -4.9 | -4 | -25&-2 | -2 | 26
CCOc1ccc2nc(N(CCN(CC)CC)C(=O)c3ccc([N+](=O)[O-])cc3)sc2c1 | -2 | -5 | 0 | 4 | 3 | 0.8 | 3 | -7 | -1 | 24
O=C(Cc1ccc(NC(=O)C2CCCN(C(=O)C3CCCC3)C2)cc1)Nc1ccc(C(=O)N2CCOCC2)cc1 (centres undefined) | -8 | 12 | . | . | 13 | -0.9 | 6 | -5 | -6 | .
c1ccc2c(c1)nc(NC1CCCCC1)c1nncn12 | -3 | -5 | -3 | -1 | 3 | -0.3 | 0 | -12 | -9 | 8
Cc1cccc(C(=O)NNC(=O)c2ccc(-c3ccccc3)cc2)c1 | 2 | 5 | 0 | 3 | -7 | 0.1 | -2 | 8 | -1 | 5
COCC(COCCCNC(=O)Nc1ccc(Br)cc1)OC (centres undefined) | 12 | -2 | 8 | -2 | -9 | 0.5 | 3 | 7 | 3 | -2
CCN(CC)C(=O)CC(c1cc(OC)c(OC)c(OC)c1)c1c(O)cc(OC)cc1OC (centres undefined) | 2 | 2 | -3 | . | 11 | -0.2 | 5 | -4 | -9 | -1
COc1cc(C(=O)N/N=C/c2coc3ccccc3c2=O)cc(OC)c1OC | 4 | 1 | 6 | -3 | -8 | -0.5 | 16 | . | -13 | 2
CSc1ccc(OC2(C)CCN(Cc3ccccc3)C2)cc1 (centres undefined) | -3 | -6 | . | . | -1 | -0.5 | . | . | -8 | .
O=C(COC(=O)C1CC1)Nc1nc(-c2ccc(F)c(F)c2)cs1 | ? | 2 | 6 | . | -11 | -3.4 | -4 | -8 | -2 | .
Cc1cnc(NC(=O)Nc2ccccc2)c(C)n1 | 0 | 12 | 2 | -2 | -39 | 0.0 | 6 | 4 | 3 | 10
Cc1ccc(C(=O)OCC(=O)NCc2ccc3c(c2)OCO3)o1 | -6 | 4 | -1 | . | 9 | -0.3 | 3 | -10 | -5 | .

Next section
SMILES	BoNT-F LC inh	PrPC TRFRET	Rv3671c protease	SARS 3CLpro inh	CCHF vOTU inh	BoNT-A LC inh2	MazF activator	PriA SSB inh	Anthrax LF inh2	VHR inh abs
O=C(CSc1nc2c(sc3ccccc32)c(=O)n1CCCN1CCCC1)NCc1ccco1	-8	-9	4	2	-16	-1.7	15	8	-6	8
Cc1ccc(S(=O)(=O)NCCC(=O)NC2CCC(C)CC2)cc1 (centres undefined)	-5	-5	-4	.	5	0.2	7	-14	-6	.
CC(C)N1CN=C(Nc2nc3ccccc3o2)NC1	0	0	-3	0	-22	-0.8	1	-7	1	30
Cc1cccc(NC(=O)Nc2nnc(N3CCCCC3C)s2)c1C (centres undefined)	-4	2	-4	0	2	-0.7	13	-7	-6	29
CCOC(=O)C1=C[C@@H](C2CCCC2)N(S(=O)(=O)c2ccc([N+](=O)[O-])cc2)[C@H]1c1ccccc1	1	2	.	.	4	-0.3	.	.	0	.
O=C(C[n+]1ccccc1)Nc1c(Cl)cc(Cl)cc1Cl	-1	-4	7	5	7	-0.1	10	-7	-3	6
CSc1nc(C)nc(N/C=C(\C#N)S(=O)(=O)c2ccccc2Cl)n1	-2	0	10	5	-17	0.3	-6	-17	-8	16
CCN1C(=O)c2ccccc2S(=O)c2ccc(C(=O)NCCCN3CCCC3=O)cc21 (centres undefined)	6	1	-1	1	12	0.8	-4	-5	0	8
Cc1ccc(-n2nnnc2SCC(=O)Nc2sccc2C#N)cc1	-3	-4	-8	-3	-20	0.9	2	4	-7	-4
Cc1ccc(CNC(=O)CCC2CCCN(Cc3cccc4ncccc34)C2)o1 (centres undefined)	-8	-1	9	3	12	0.0	-24	-6	5	30
Cc1cccc(C)c1OCCNC(=O)C(=O)NCc1ccco1	-2	1	-2	-1	0	-0.5	1	4	1	-9
CCOc1cc(NC(=S)NCCCN2CCOCC2)c(OCC)cc1NC(=O)C(C)C	-7	-2	-9	-3	-2	-0.7	-1	-6	0	7
COc1cccc(NC(=O)CSc2nc3ccccc3nc2N2CCCC2)c1	-3	8	-6	4	3	13	-14	-72	6	6
COc1ccc(S(=O)(=O)Nc2cc(C(=O)NCCCOC(C)C)ccc2N2CCOCC2)cc1	0	2	3	2	12	-0.8	3	-6	-1	6
CCC1(c2ccc(Cl)cc2)NC(=O)N(Cc2ccc(C(=O)OC)cc2)C1=O (centres undefined)	1	-5	-3	2	-5	0.0	-4	-14	-1	-5
NC(=O)c1nnn(-c2cccc(C(F)(F)F)c2)c1-c1ccccc1	-8	13	-2	3	-13	-0.5	3	5	-5	25
OC(CSc1ccccc1)CN1CCN(c2cccc(Cl)c2)CC1 (centres undefined)	0	0	.	.	-2	0.0	-36	-4	5	.
CC1(C)CC(=O)C=C(NC2CCCC(O)C2)C1 (centres undefined)	-7	3	-2	.	-16	0.2	6	-4	-6	.
Cc1cc(C)c2c(n1)sc1c(-c3ccccc3)c(C#N)c(N)nc12	4	4	-6	-2	5	0.3	10	-9	0	-2
CCCCOc1ccc(/C(O)=C2/C(=O)C(=O)N(Cc3cccnc3)C2c2ccncc2)c(C)c1 (centres undefined)	-1	45*	-6	0	6	-0.4	-1	.	0	6
Cc1ccc(-c2nn(-c3cccc(F)c3)cc2CN(Cc2nccn2C)C(C)C)o1	2	6	7	-1	28	-1.4	3	9	-6	25
O=C(COn1nnc2ccc(Cl)cc21)NC1CCS(=O)(=O)C1 (centres undefined)	3	-3	.	.	-8	1.3	-3	-5	-1	.
CCC(C)(C)n1nnnc1C(C(C)C)N(Cc1ccco1)Cc1cc2cc3c(cc2[nH]c1=O)OCO3 (centres undefined)	38*	-3	2	-3	-32	33*	-2	-10	-17	21
CCCc1[nH]nc2c1C(c1ccc(O)c(OC)c1)C(C#N)=C(N)O2 (centres undefined)	-3	-6	9	4	1	-0.2	53*	3	0	14
COc1ncnc2c1oc1nc(CC(C)C)c3c(c12)CCCC3	-2	3	.	2	-1	-0.5	10	0	-5	-1
O=C(CS(=O)CC(=O)N(c1cccc(F)c1)C(C(=O)NC1CCCCC1)c1ccco1)Nc1ccc(F)cc1 (centres undefined)	0	0	-3	5	0	-1.0	4	-8	1	-2
COc1cc(C(=O)Nn2c(C)nc3ccccc3c2=O)cc(OC)c1OC	1	0	1	-1	6	-0.7	-3	-5	-9	31
COc1cccc(C(=O)Nc2ccccc2N2CCN(C(=O)c3ccccc3)CC2)c1	4	-2	2	.	15	-1.3	1	0	-1	.
Cc1occc1-c1nnc(SCC(=O)Nc2nc(-c3ccccc3)cs2)o1	-2	-7	-8	3	8	0.1	9	-7	3	21
Cc1cc(C(=O)CSc2ncccn2)c(C)n1Cc1ccco1	3	-4	0	1	12	0.1	7	-7	-1	23
O=C(Cn1nnc2c(cnn2-c2ccccc2)c1=O)NCc1cccs1	?	0	-2	1	7	1.7	-3	-14	8	14
O=C(/C=C\Nc1ccc(S(=O)(=O)Nc2ncccn2)cc1)c1cccc2ccccc12	1	2	0	2	14	0.6	0	3	4	4
C=CCn1c(CNC(=O)c2cccs2)nnc1SCC(=O)c1ccc(Br)cc1	-1	3	4	4	-1	-1.0	71*	-15	0	5
CCCn1c(CCNC(=O)c2cccs2)nc2ccccc21	2	0	-1	-2	-3	0.9	-11	5	2	46
Cc1ccc(NC(=O)c2cc(S(=O)(=O)NCCC3=CCCCC3)ccc2F)cc1F	-4	15	-65	0	17	0.1	-2	-11	-2	7
O=C(CSc1n[nH]c(-c2ccncc2)n1)Nc1ccccc1C(F)(F)F	6	-3	13	1	5	0.8	3	4	-1	8
COCCNC(=O)C(c1ccccc1C)N(CCOC)C(=O)Cn1nnc2ccccc21 (centres undefined)	?	1	0	2	5	0.4	7	-13	-2	36
CCOC(=O)C1CCCN(C(=O)Cc2ccc(OC)c(OC)c2)CC1 (centres undefined)	3	1	.	.	-5	0.7	.	.	-4	.
